dFosB act = activators of delta FosB homodimer, primary screen, biochemical, fluorescence polarization, TAMRA-CDK5 oligo, single point | Protein FosB (Mus musculus), P13346 | purified delta FosB; percent of positive-control signal above neutral wells | activation, % at 25 µM | 340,000 compounds, 0.99% hits | AID 493131, 2011;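 active means mean activation above about 17%, with every replicate also reaching it, limit read from the data, passing the limit was not always enough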;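 further: fluorescence polarization rise as delta FosB binds a TAMRA Cdk5 AP-1 oligo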
Target sequence (P13346 whole entry, looked up): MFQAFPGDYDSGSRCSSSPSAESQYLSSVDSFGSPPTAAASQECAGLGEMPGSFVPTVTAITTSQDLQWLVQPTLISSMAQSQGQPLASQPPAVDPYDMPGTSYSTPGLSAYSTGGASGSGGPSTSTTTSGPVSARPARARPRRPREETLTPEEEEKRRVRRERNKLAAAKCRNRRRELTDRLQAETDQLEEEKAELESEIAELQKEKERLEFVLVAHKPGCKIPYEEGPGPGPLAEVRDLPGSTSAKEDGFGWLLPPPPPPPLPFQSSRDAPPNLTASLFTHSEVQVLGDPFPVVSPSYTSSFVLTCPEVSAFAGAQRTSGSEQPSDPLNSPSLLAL
Keap1-Nrf2 PPI = Keap1-Nrf2 protein-protein interaction inhibitors, primary screen, biochemical, fluorescence polarization, single point. Keap1 Kelch-Nrf2 peptide fluorescence polarization, 1536-well. inhibition, % at 9.4 µM. 340,000 compounds, 0.15% hits. AID 504523, 2011; in the data active means inhibition above about 12%;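 further: human Keap1 Kelch domain with fluorescein labeled Nrf2 9mer peptide probe; 0% = neutral control wells and 100% = peptide positive control; higher means more block of Keap1 binding to Nrf2 peptide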
PfHsp90 yeast 2 = growth inhibition of PfHsp90-expressing yeast, primary screen, antimalarial PfHsp90 inhibitor project, S. cerevisiae, BacTiter-Glo luminescence, single point, set 2; 310,000 compounds, 0.32% hits; inhibition, % at 9.4 µM; BacTiter-Glo ATP, 48 h; yeast lacking PDR1 and PDR3 efflux regulators;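 active means every replicate shows inhibition above about 80%, whatever the replicate mean, limit read from the data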;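 further: 0% = DMSO neutral controls and 100% = 20 µM radicicol positive controls; yeast relying on Plasmodium falciparum Hsp90 in place of its own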
SUMO Mot1 rescue = yeast Mot1-301 growth rescue at high temperature, primary screen, SUMOylation pathway inhibitor project, S. cerevisiae, ATP luminescence, 38.5C | growth rescue, % at 18.8 µM | S. cerevisiae Mot1-301 growth rescue; percent above DMSO median, 100 means doubled | 320,000 compounds, 1% hits;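 active means every valid replicate shows activation above 250% relative to neutral control wells; inactive means the rest, any valid replicate at or below 250%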;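 further: OY570 slx delta 5 strain wells were the positive control but not used for scaling; some compounds called inactive have numbers as strong as hits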
PvdQ acylase = P. aeruginosa PvdQ acylase inhibitors, primary screen, biochemical, fluorescence, plate reader and imaging, single point. PvdQ acylase [Pseudomonas aeruginosa LESB58]. 340,000 compounds, 0.063% hits. inhibition, % at 10 µM. purified PvdQ acylase; in the data active means inhibition above about 30%, passing the limit was not always enough;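 further: 0% = vehicle neutral wells and 100% = reference inhibitor wells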
RTF Ca sens inh = cardiac RTF calcium sensitivity inhibitors, primary screen, biochemical, IANBD-TnC fluorescence, EC70 calcium; 340,000 compounds, 0.12% hits; AID 493244, 2011; IANBD-labeled cardiac RTF, Ca2+ fluorescence; Troponin I, cardiac muscle (Homo sapiens) + Troponin T, cardiac muscle (Homo sapiens) + …; inhibition, % at 7.15 µM;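 active means inhibition above the mean inhibition of all tested compounds plus 3 SD, cut at about 17% in these data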;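 further: assay run at fixed EC70 calcium of 1.6 mM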
cardiac RTF act = cardiac RTF calcium sensitivity activators, primary screen, biochemical, IANBD-TnC fluorescence, EC20 calcium | IANBD-labeled TnC RTF fluorescence at EC20 calcium; 0% EC20 calcium, 100% full calcium | 340,000 compounds, 0.24% hits | activation, % at 7.2 µM | Troponin I, cardiac muscle (Homo sapiens) + Troponin T, cardiac muscle (Homo sapiens) + …;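 active means activation above the mean over all tested compounds plus 3 SD, cut at about 30% in these data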;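 further: rise in fluorescence read as greater calcium sensitivity of cardiac thin filaments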
Rtt109 Vps75 = inhibitors of C. albicans Rtt109/Vps75 HAT, primary screen, biochemical, ThioGlo CoA-SH fluorescence, plate reader; purified Rtt109/Vps75, 4 h; inhibition, % at 34.9 µM; 330,000 compounds, 0.16% hits;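 active means inhibition of at least 50% in every replicate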
NSD2 inh = NSD2 histone methyltransferase inhibitors, primary screen, biochemical, AlphaScreen, single concentration, set 2. Histone-lysine N-methyltransferase NSD2 (Homo sapiens), O96028. NSD2 peptide methylation, 120 min. inhibition, % at 12.5 µM. 310,000 compounds, 0.54% hits. AID 743445, 2014; in the data active means inhibition above about 50%
CDK5 p35 inh = inhibitors of human CDK5/p35 kinase, primary screen, biochemical, single concentration | Recombinant CDK5/p35, ADP-Glo luminescence, 60 min | 330,000 compounds, 0.01% hits | inhibition, % at 10 µM | Cyclin-dependent kinase 5 (Homo sapiens) + Cyclin-dependent kinase 5 activator 1 (Homo …;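 active means highest replicate inhibition of at least 50% and at least 75% of replicates reaching 50%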;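 further: plate controls were DMSO neutral control for no effect and GW8510 at 10 µM for full effect; many of its hits are not listed in these tables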
Target sequence (Q00535 whole entry, looked up): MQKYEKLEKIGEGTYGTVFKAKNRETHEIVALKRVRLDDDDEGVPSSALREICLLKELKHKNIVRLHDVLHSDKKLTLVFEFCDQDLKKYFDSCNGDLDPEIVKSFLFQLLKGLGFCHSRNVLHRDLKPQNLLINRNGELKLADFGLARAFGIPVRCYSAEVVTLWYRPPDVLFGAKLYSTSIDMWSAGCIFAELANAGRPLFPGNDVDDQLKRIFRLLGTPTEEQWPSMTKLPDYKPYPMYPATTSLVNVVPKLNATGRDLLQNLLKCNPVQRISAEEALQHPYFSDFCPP
Target sequence (Q15078 whole entry, looked up): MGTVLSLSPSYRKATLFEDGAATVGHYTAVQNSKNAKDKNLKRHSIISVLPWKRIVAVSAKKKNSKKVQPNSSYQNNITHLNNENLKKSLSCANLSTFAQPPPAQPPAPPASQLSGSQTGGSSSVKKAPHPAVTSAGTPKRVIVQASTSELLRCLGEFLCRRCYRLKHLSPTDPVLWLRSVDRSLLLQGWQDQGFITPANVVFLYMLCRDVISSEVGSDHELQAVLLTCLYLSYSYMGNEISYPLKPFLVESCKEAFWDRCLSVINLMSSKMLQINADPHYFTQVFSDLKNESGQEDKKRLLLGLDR
LANA DNA inh = inhibitors of KSHV C-LANA binding to DNA, primary screen, biochemical, fluorescence polarization, FAM-LBS DNA, MBP-C-LANA, single point. inhibition, % at 9 µM. 340,000 compounds, 0.078% hits;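 active means highest replicate inhibition at or above 60% at 9 µM, even if other replicates fall short; inactive means all replicates below 60% inhibition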;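 further: 0% = neutral control wells and 100% = 4 µM acridine orange control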
* hit, by the source's call; . = no result given. No enrichment for hits, and some 3.2% of all compounds hit somewhere here.

SMILES	dFosB act	Keap1-Nrf2 PPI	PfHsp90 yeast 2	SUMO Mot1 rescue	PvdQ acylase	RTF Ca sens inh	cardiac RTF act	Rtt109 Vps75	NSD2 inh	CDK5 p35 inh	LANA DNA inh
C/C=C/Cn1c(SCc2ccc(C)cc2)nc2c1c(=O)[nH]c(=O)n2C	-4	-2	-24	-7	6	-6	0	11	-1	-0.3	-0.9
CN(C)C1(CNC(=O)C2CCC(=O)N(CCc3ccc(Cl)cc3)C2)CCCCC1 (centres undefined)	-4	0	-1	7	-4	6	-3	2	-2	-0.7	-0.1
CN(Cc1ccccn1)C(=O)C1CCC(=O)N(CCc2ccc(Cl)cc2)C1 (centres undefined)	-5	-2	-16	-3	-6	3	-6	6	1	-3.0	-0.1
O=c1ccc(Cl)cn1Cc1ccccc1F	7	-2	.	-25	-7	-6	1	-3	5	0.1	0.7
CCOC(=O)c1c(NC(=O)c2cc(CC(C)C)on2)sc(C(C)=O)c1C	-3	0	-8	7	-3	-5	-4	-8	.	-0.3	0.8
Cn1c(=O)c2c(nc(CN3CCN(c4cccc(Cl)c4)CC3)n2CCc2ccccc2)n(C)c1=O	-19	-6	-20	-3	-9	5	-5	0	-1	-0.7	0.8
Cc1ccc(C(=O)NC2CCN(S(=O)(=O)c3ccccc3)CC2)cc1	-10	-2	-54	.	-5	-9	-2	-8	2	2.1	-1.6
Cc1c(Br)c([N+](=O)[O-])nn1CCCC(=O)N1CCN(c2ccccc2)CC1	-4	-5	4	8	-9	-16	6	3	-1	.	2.4
CC(C(=O)C12CC3CC(CC(C3)C1)C2)N1CCOCC1 (centres undefined)	-1	-1	6	0	-19	-3	3	-1	-3	0.9	0.5
Cc1cc(C)c2[nH]c(O)c(N=NC3=NC(=O)CS3)c2c1	2	-4	32	18	-16	5	-5	-5	0	0.5	-2.0
CCOc1ccccc1NC(=O)c1ccccc1-c1nc(-c2ccccc2OC)no1	-7	1	0	0	-17	-10	-1	7	0	0.4	-1.8
CCOC(=O)NC(=O)CSc1cc(C)c2cc(C)cc(C)c2n1	-10	1	-1	486	7	2	-1	7	2	-1.1	0.5
COCCCNc1nc2c(-c3ccc(Cl)cc3)nnn2c2ccccc12	-4	0	-12	-4	-19	-13	-1	-9	.	-2.2	1.0
COc1ccc(S(=O)(=O)N2CCN(C(=S)NC3CCCCC3)CC2)cc1	-2	-3	-16	-9	-15	-4	0	1	0	0.5	-0.4
CC(C)N(Cc1ccccc1)C(=O)CN1C(=O)COc2ccc(S(=O)(=O)N3CCCCCC3)cc21	-5	7	7	-9	-12	-15	-2	0	1	-1.6	-0.2
CC1(C)Cc2c(sc(NC(=O)C(=O)NCC3CCCO3)c2C(=O)O)CO1 (centres undefined)	3	-2	-1	-46	4	-5	1	-14	-2	-0.2	0.4
CN1CCC(N(C)C(=O)COc2ccccc2-c2ccccc2)CC1	-8	-2	35	-10	-13	-5	5	14	3	-1.3	-0.6
CC(C)(C)N1C(=O)c2ccc(C(=O)NCc3ccco3)cc2C1=O	-11	4	-23	19	5	-6	-8	0	0	-0.5	-0.9
CCCN1Cc2cccc(C(=O)N3CCN(c4ccc(OC)cc4)CC3)c2C1=O	-5	1	15	-16	-10	5	5	-8	1	0.2	-0.1
COc1ccc(C(=O)OCC(=O)NC2CCCCCCC2)cc1OC	-8	-1	-10	-4	0	0	-2	19	-1	0.5	-1.9
COc1ccc2c(c1)C(C)=CC(C)(C)N2S(=O)(=O)c1ccc(C)cc1	-13	-8	-33	33	-7	-6	4	-5	-7	1.9	-1.0
COc1ccc2ccc(C(C)(C(C)=O)C(=O)OC(C)C)cc2c1 (centres undefined)	-3	-1	-9	3	6	-4	-7	1	.	1.1	0.0
Fc1ccc(CN2CC[C@H]3C=CCc4cccc(c43)C2)cc1	-6	-5	16	8	-8	-11	16	0	.	-5.4	1.8
CCC1=C(OC(=O)N(CC)CC)N2C(=O)OC(=NCc3ccccc3)[C@]2(C)[C@H]2C1=CC[C@H]1C(=O)N(CC)C(=O)[C@H]12	-6	-3	13	4	-15	2	-2	8	.	-0.6	1.9
O=C1C[C@@H]2c3c(cccc3CN1Cc1ccc(Br)cc1)C[C@@H](O)[C@H]2O	0	-1	9	.	-16	-12	13	-8	.	1.1	0.7
Next results follow:
SMILES	dFosB act	Keap1-Nrf2 PPI	PfHsp90 yeast 2	SUMO Mot1 rescue	PvdQ acylase	RTF Ca sens inh	cardiac RTF act	Rtt109 Vps75	NSD2 inh	CDK5 p35 inh	LANA DNA inh
COc1cc2c(cc1OC)C(C)N(C(=O)c1cccc([N+](=O)[O-])c1)CC2 (centres undefined)	-2	-4	-117	59	20	-2	-3	6	-5	-0.6	0.1
O=C(CSc1nc2ccccc2n1CC(=O)N1CCCCC1)N1CCCCC1	-2	1	-12	-8	-10	-8	10	-3	-2	-0.1	-2.5
CC(C)CNC(=O)/C(C#N)=C1\N=C(NC(=O)c2ccco2)c2ccccc21	0	1	12	0	-1	-7	-4	13	12	-0.4	0.5
CC1Cc2ccccc2N1C(=O)COC(=O)Cn1cnc2ccccc2c1=O (centres undefined)	-5	-7	.	4	-7	-2	13	-3	2	-1.7	0.0
COc1ccccc1CC(NC(C)=O)C(=O)NC1CCN(S(=O)(=O)c2ccccc2)CC1 (centres undefined)	0	-1	7	.	4	-10	-3	18	-4	1.6	0.3
O=C1OCC(CO)(CO)N=C1NNc1ccccc1[N+](=O)[O-]	1	0	20	18	0	5	0	2	6	-0.3	0.2
CC(=O)Nc1ccc(NC2CCCCC2NS(=O)(=O)c2ccccc2)cc1 (centres undefined)	2	-5	-25	-4	-15	-5	4	-4	-1	1.0	0.4
CN(C)c1nc(N)nc(CSc2nnnn2-c2cccc3ccccc23)n1	-4	1	3	-4	-1	0	-6	-2	-1	0.2	-1.5
COc1cc(/C=C/C(=O)O)cc(S(=O)(=O)NCc2ccco2)c1OC	-5	6	-11	5	-13	-3	3	1	.	-2.6	-2.4
CC(=O)Nc1c2c(nn1-c1ccc(C)cc1)CS(=O)(=O)C2	6	-3	2	210	-6	-2	-5	-10	-1	0.0	-3.7
COc1ccc(CCNC(=O)c2c([S-])n(-c3ccc(C)cc3)c3cccc[n+]23)cc1	-2	-2	14	-17	-14	-14	5	-6	.	-3.6	-2.7
COc1cccc(CNC(=O)CC2C(=O)NCCN2CCCc2ccccc2)c1 (centres undefined)	1	0	-6	-8	-1	3	5	-1	-4	0.1	-1.8
NCCc1nnc(SCc2ccc(F)cc2)o1	4	1	0	1	-14	4	1	1	-1	-0.9	0.2
COc1ccc(C(O)CNc2ccc(C)cc2)cc1 (centres undefined)	-4	6	22	-5	-10	-10	9	-1	8	1.3	-0.5
O=C(NC(Cc1c[nH]c2ccccc12)C(=O)O)/C(=C/c1ccc(F)cc1)NC(=O)c1ccccc1 (centres undefined)	0	-1	1	9	-19	-6	1	-1	0	-0.8	-0.6
S=c1[nH]cc(Cc2ccccc2)s1	-9	-5	6	15	2	-3	5	.	18	4.8	-0.4
CCn1cc(C(=O)N[C@H](C(=O)NCCCO)C(C)C)c(=O)c2cc3c(cc21)OCO3	0	2	12	86	-17	-8	8	0	0	0.2	1.2
Cc1ccc(NC(=O)CN2C(=O)/C(=C\c3cccs3)SC2=S)cc1	-1	2	-17	7	15	6	7	-5	-1	-1.6	0.2
O=C(CNC(=O)c1ccc(S(=O)(=O)N2CCCC2)cc1)N/N=C/c1ccccc1Cl	5	-1	-9	-13	1	-11	1	-4	-2	1.0	1.7
COc1ccc(C(=O)C(OC(=O)c2ccc(C)c(NC(C)=O)c2)c2ccccc2)cc1 (centres undefined)	-8	-3	-4	-1	-6	-1	-2	-4	50*	-2.1	0.0
COC(=O)/C(=C/c1ccco1)NC(=O)c1ccco1	-2	-5	-6	5	-12	-1	7	-4	.	0.0	0.8
O=C(NCC1CCCO1)c1ccc2c(c1)ncn2-c1cccc(F)c1 (centres undefined)	0	-1	9	0	-17	-7	-4	-6	0	0.4	0.1
CS(=O)(=O)N(Cc1ccccc1Cl)c1ccc(C(=O)NCc2cccnc2)cc1	-12	-3	-10	110	6	5	4	23	6	-0.2	-0.7
COc1ccc(C2c3c(ccc4ccccc34)Oc3ncn4nc(CO/N=C/c5ccccc5)nc4c32)cc1 (centres undefined)	7	0	.	-5	6	-9	-4	.	-2	-0.5	0.3
CCc1cccc(CC)c1-n1c(-c2cccnc2)n[nH]c1=S	-5	-2	-2	-3	-6	-9	1	-5	3	-2.1	-1.1

A few values from the list:
In LANA DNA inh, CCCN1Cc2cccc(C(=O)N3CCN(c4ccc(OC)cc4)CC3)c2C1=O is listed with -0.1
In RTF Ca sens inh, CC1(C)Cc2c(sc(NC(=O)C(=O)NCC3CCCO3)c2C(=O)O)CO1 (centres undefined) is listed with -5
In LANA DNA inh, COc1ccccc1CC(NC(C)=O)C(=O)NC1CCN(S(=O)(=O)c2ccccc2)CC1 (centres undefined) is listed with 0.3

More records
SMILES	dFosB act	Keap1-Nrf2 PPI	PfHsp90 yeast 2	SUMO Mot1 rescue	PvdQ acylase	RTF Ca sens inh	cardiac RTF act	Rtt109 Vps75	NSD2 inh	CDK5 p35 inh	LANA DNA inh
CCOc1ccc(C2C(C(=O)c3ccco3)=C(O)C(=O)N2CCCn2ccnc2)cc1OC (centres undefined)	-3	-3	3	-4	-2	-11	0	0	0	0.4	1.2
C/C(=N\NC(=O)CNc1cccc(C)c1)c1ccc(Br)s1	-11	-2	24	-8	-7	6	-15	-4	-2	1.0	0.3
CCc1nnc(NC(=O)CCN2C(=O)c3ccccc3S2(=O)=O)s1	-1	-3	1	-12	-11	-8	4	3	0	-2.2	2.3
CC1(C)C[C@H](O)[C@]2(CO)[C@H](O)C[C@]3(C)C(=CCC4[C@@]5(C)CC[C@H](O)C(C)(C)C5CC[C@]43C)[C@@H]2C1 (some centres undefined)	-9	-1	12	23	-13	-9	1	0	.	0.1	-2.0
CCc1ccccc1N(CC)C(=O)C1CCN(c2ncnc3c2nc2n3CCCCC2)CC1	-2	1	-6	-1	-12	-9	7	2	10	.	1.8
Cc1cc(NC(=O)Cc2cn3ccsc3n2)n(-c2ccccc2)n1	1	-5	23	9	-15	1	0	-2	1	2.1	0.9
